# Screening results as filed in PubChem.
# PABP1 MLLE inh: blocks PAM2 peptide binding to the PABP1 MLLE domain; GST-MLLE / FITC-PAM2 fluorescence polarization; inhibition, % at 20 µM; 360,000 compounds, 0.36% hits; in the data active = inhibition above about 35%, passing the limit was not always enough;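 also: plate controls were DMSO wells with GST-MLLE for no effect and wells lacking GST-MLLE protein for full effect; some results filed as inactive read as strong as hits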
# Target sequence (P11940 whole entry, looked up, the tested form may be a part): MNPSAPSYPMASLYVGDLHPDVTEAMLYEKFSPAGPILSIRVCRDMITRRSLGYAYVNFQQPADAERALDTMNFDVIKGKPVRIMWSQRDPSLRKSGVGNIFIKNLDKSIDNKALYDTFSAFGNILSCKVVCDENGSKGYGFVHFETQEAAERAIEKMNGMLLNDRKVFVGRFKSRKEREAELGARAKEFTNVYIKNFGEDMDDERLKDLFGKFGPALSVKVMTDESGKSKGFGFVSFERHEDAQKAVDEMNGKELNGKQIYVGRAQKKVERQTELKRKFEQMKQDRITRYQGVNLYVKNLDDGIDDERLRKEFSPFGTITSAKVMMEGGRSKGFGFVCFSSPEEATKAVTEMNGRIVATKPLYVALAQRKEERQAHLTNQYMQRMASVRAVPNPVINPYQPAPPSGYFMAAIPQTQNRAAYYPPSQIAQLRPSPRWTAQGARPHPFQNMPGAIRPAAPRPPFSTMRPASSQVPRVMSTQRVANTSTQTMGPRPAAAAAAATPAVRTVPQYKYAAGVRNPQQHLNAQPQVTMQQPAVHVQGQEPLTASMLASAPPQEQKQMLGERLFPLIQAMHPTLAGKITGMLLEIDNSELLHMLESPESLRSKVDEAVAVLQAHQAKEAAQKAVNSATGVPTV
# MT1-MMP act inh: MT1-MMP (human) activation inhibition | GFP/RFP ratio change, % at 20 µM | 360,000 compounds, 0.061% hits | HT1080 RFP-PRO-GFP cells, GFP/RFP ratio fluorescence, overnight; percent of plate control window, DMSO zero;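 active = GFP/RFP ratio change of at least 30% with cell ATP level not reduced by more than half and red fluorescence within 50% of control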; also: strong numbers were not always called active
#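 Assay system: HT1080 RFP-PRO-GFP cells | Dosing: 20 µM single dose, 1% DMSO | Incubation: Cells overnight before dosing, compound overnight, 37 °C, 5% CO2 | Evaluation: GFP/RFP fluorescence ratio | Control set: DMSO-only wells and HT1080 RFP-L50D-GFP cell wells as references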
# MsrA inhibitor: inhibits bovine methionine sulfoxide reductase A; inhibition, % at 15.5 µM; 360,000 compounds, 0.75% hits; purified bovine MsrA, absorbance read-out; AID 651718; in the data active = inhibition above about 4.5%;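 also: 0% = vehicle wells with enzyme and 100% = reference inhibitor wells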
# NRP1-CendR mod: NRP-1/CendR interaction modulation. FAM-RPARPAR peptide binding to NRP-1, fluorescence polarization. inhibition, % at 25 µM. 360,000 compounds, 0.85% hits;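 active = inhibition or corrected inhibition above about 18%, plus a signal ratio from 0.5 to 1.5, limit read from the data, passing the limit was not always enough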; also: strong numbers were not always called active
# FAS-TE inh: blocks the thioesterase domain of human fatty acid synthase. P49327. inhibition, % at 15 µM. recombinant FAS-TE, OMFH fluorogenic substrate, fluorescence endpoint. 360,000 compounds, 0.67% hits;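 active = compounds whose normalised, plate-corrected inhibition of enzyme fluorescence in the single-dose primary screen is 50% or more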;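 also: 0% = DMSO with enzyme and 100% = substrate without enzyme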
# eLon inh: inhibitors of E. coli Lon protease; P0A9M0; 360,000 compounds, 0.42% hits; purified E. coli Lon protease, fluorescence polarization; inhibition, % at 7.94 µM; in the data active = inhibition above about 13%, passing the limit was not always enough;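 also: 0% = enzyme with probe and DMSO and 100% = no enzyme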
# MsrA act: bovine methionine sulfoxide reductase A activation; purified bovine MsrA, absorbance read-out; activation, % at 10.6 µM; 360,000 compounds, 0.3% hits; in the data active = activation above about 7.5%;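 also: 0% = vehicle and 100% = reference activator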
# Tb MetRS inh: blocks T. brucei methionyl-tRNA synthetase activity. purified T. brucei MetRS, ATP depletion, Kinase-Glo luminescence. inhibition, % at 11.9 µM. 360,000 compounds, 0.4% hits;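 active = inhibition above a per-plate cutoff of the control wells' mean inhibition plus 3 SD, cut at about 5.5% in these data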;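 also: 0% = DMSO wells median and 100% = median of wells with control inhibitor compound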
#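 Assay system: T. brucei methionyl-tRNA synthetase, purified | Medium: HEPES buffer with MgCl2, KCl, DTT, spermine, BSA, pyrophosphatase | Compound: 11.9 µM single point | Incubation: 15 min enzyme-compound preincubation, 2 h reaction, 10 min detection, 25 °C | Measured by: Kinase-Glo luciferase luminescence reporting remaining unconsumed ATP | Measure: % inhibition normalized to control-well medians | Replication: Singlicate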
# SKN-1 inh: C. elegans SKN-1 inhibition. 360,000 compounds, 0.49% hits. AID 624304. C. elegans VP596 Pgst-4::GFP/RFP ratio, acrylamide-induced, 24 h. inhibition, % at 21.8 µM;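 active = interference check ratio from 0.5 to 1.5 plus GFP to RFP signal ratio inhibition reaching or exceeding a fixed threshold, cut at about 30% in these data, passing the limit was not always enough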; also: some compounds called inactive have numbers as strong as hits
# An asterisk follows results filed as active; / = not tested or not shown. An unsorted share of the library. Share with any hit: about 4%.
SMILES,PABP1 MLLE inh,MT1-MMP act inh,MsrA inhibitor,NRP1-CendR mod,FAS-TE inh,eLon inh,MsrA act,Tb MetRS inh,SKN-1 inh
COc1ccc(CNC(=O)COC(=O)C2CC3C=CC2C3)cc1 (stereo not given),-5,8,0.0,0,-2,-5,-3,-0.5,1
O=C(CSc1nccc2ccccc12)N1CCN(Cc2ccc3c(c2)OCO3)CC1,6,-3,0.9,-6,12,-6,-6,0.4,3
CC1Cc2cc(/C(O)=C3/C(=O)C(=O)N(Cc4ccco4)C3c3cccs3)ccc2O1 (stereo not given),5,0,0.8,-12,-3,-8,0,0.4,1
Cc1c(C(c2cccs2)c2c(C)n(C)n(-c3ccccc3)c2=O)c(=O)n(-c2ccccc2)n1C,2,-6,1.1,10,-7,-5,-2,-0.2,-4
CCn1cc([N+](=O)[O-])c(C(=O)Nc2nc(-c3ccc(C)c(C)c3)c(C)s2)n1,2,-9,/,6,6,0,-9,-1.5,3
CCn1cc(C(=O)NC2CCCc3c2cnn3-c2cccc(C)c2C)cn1 (stereo not given),4,5,-0.9,3,-3,-11,-2,-0.4,8
C/C=C/c1cccc(-c2nc(C(=O)NC3Cc4ccccc4C3)cc3c2[C@@H](CCO)N(C(C)=O)C3)c1,/,-2,1.2,-2,-3,-3,-1,-0.8,-5
c1ccc(-n2nnnc2Oc2ccc(-c3nnco3)cc2)cc1,-9,3,0.6,0,-11,-2,0,-0.5,13
CCOC(=O)N=Nc1c(O)n(CC)c2ccccc12,10,1,1.1,4,-7,0,-4,-0.4,9
COc1ccc(OC)c(S(=O)(=O)N2CCN(C(=O)c3ccco3)CC2)c1,1,-1,-0.9,2,-6,-8,-7,-0.6,5
CC(=O)OCC(OC(C)=O)C(OC(C)=O)C(OC(C)=O)C(=O)Nc1ccccc1C (stereo not given),6,2,-1.1,0,-11,-2,-12,-1.2,7
CC(=O)Nc1ccccc1C(=O)N1CCc2ccccc21,5,2,3.3,3,-8,-5,-11,-2.2,-8
O=C1[C@H]2[C@@H](c3ccc(Cl)cc3)N3C(=O)N(c4cccc(Br)c4)C(=O)[C@@]3(Cc3ccc(Cl)cc3)[C@H]2C(=O)N1C1CCCCC1,-5,-5,0.2,-10,91*,-4,-3,-0.1,9
CCCOc1ccc(-c2nc(C#N)c(N3CCc4ccccc4C3)o2)cc1,4,1,0.6,-6,24,-9,-7,-0.9,0
Cn1nc(C(C)(C)C)cc1NC(=O)C1(C)CCN1C(=O)CCc1ccccc1 (stereo not given),-11,/,-1.5,-9,-6,-3,-9,-0.5,-5
c1ccc2c(c1)nc(CN1CCOCC1)n1c3ccccc3nc21,4,3,1.4,5,-5,5,-1,-0.2,17
COc1ccc(NC(=O)Nc2ccc3c(c2)C(=O)N([C@@H](C)CO)C[C@@H](C)[C@@H](CN(C)CC2CCCCC2)O3)cc1,0,-5,-0.9,-3,-7,-2,0,-0.2,-8
COc1ccc(-c2cnc3c(NC=O)cc(-c4ccoc4)cn23)cc1OC,-38,-13,1.0,-28,1,-20,-6,-0.3,14
C=CCNC(=S)N/N=C/c1ccc(C)c([N+](=O)[O-])c1,14,5,1.9,1,9,1,-9,-1.2,3
Cc1nc2c(-c3ccccc3)c(C)nn2c(C)c1CCC(=O)N1CCOCC1,-8,5,0.1,2,-2,0,-2,-0.7,-8
CCN(CC)S(=O)(=O)c1cccc(NC(=O)COC(=O)C2COc3ccccc3O2)c1 (stereo not given),2,1,-0.4,6,-6,-11,-4,-0.8,-5
CC1(C)C2([N+](=O)[O-])CN3CC1([N+](=O)[O-])CN(C2)C31CCCC1,13,8,-0.8,-9,-9,-9,-3,-0.8,13
CCOc1ccc(NC(=O)c2cccc(-n3cccc3)c2)cc1S(=O)(=O)N1CCOCC1,-30,-4,0.1,-43,9,0,-2,-0.4,4
CCN(CC)S(=O)(=O)c1cccc(NC(=O)C2CC(=O)N(c3ccc4c(c3)OCCO4)C2)c1 (stereo not given),-17,-5,-0.1,10,-7,-10,-4,0.3,14
CCN(CC)c1ccc(S(=O)(=O)N2CCOCC2)cc1NC(=O)CN1CCc2ccccc2C1,-1,-10,-0.8,-2,43,8,-2,-0.5,2

# New compounds follow
SMILES,PABP1 MLLE inh,MT1-MMP act inh,MsrA inhibitor,NRP1-CendR mod,FAS-TE inh,eLon inh,MsrA act,Tb MetRS inh,SKN-1 inh
O=C(N/N=C\c1ccc(OC(=O)c2cccs2)cc1)c1ccc(Cl)cc1,5,2,-1.2,-3,-9,3,-5,-0.7,1
CN1[C@@H](CC(=O)c2ccccc2)CCC[C@H]1C[C@H](O)c1ccccc1,8,2,-1.0,-15,-4,-7,0,0.1,-6
CCOC(=O)c1cc(NC(=O)c2ccoc2C)cc(C(=O)OCC)c1,-12,0,-1.4,-10,16,-6,-2,-0.9,1
O=C(CSC(=S)N1CCCCC1)Nc1nc(-c2ccccc2)c(-c2ccccc2)o1,12,5,-0.4,-1,24,0,-1,-0.1,7
Cc1ccc(NC(=O)CN2C(=O)COc3ccc(S(=O)(=O)N4CCOCC4)cc32)cc1N(C)C,5,2,0.1,16,-2,1,-1,0.0,-3
CCN(CC)CCOC(=O)c1ccc(N/C=C(/C#N)c2nc(-c3ccc(OC)cc3)cs2)cc1,-80,3,-0.3,-32,11,-13,1,-0.6,0
Nc1nnc(CCCCCCCCCCc2nnc(N)s2)s1,-55,1,-0.4,11,-5,1,0,0.1,1
Nc1nonc1-n1nnc(C(=O)N/N=C/c2ccccc2)c1CSc1ccccc1,2,-5,0.3,0,-2,-5,-1,-0.3,-2
CC(C)(C)C(=O)COC(=O)CCc1nc2ccccc2[nH]c1=O,7,-5,0.9,-3,-12,-5,-9,-2.1,0
CCn1nc(C)cc1C(=O)N1CCCC(N2CCN(c3ccccc3OC)CC2)C1 (stereo not given),-1,-1,-0.5,3,-2,6,0,-0.1,-2
COc1ccc(-c2cccc(-c3cc(=O)oc4cc(OC)c(OC)c(OC)c34)c2)cc1,6,-6,1.6,2,31,-4,-5,-2.0,-3
COc1cc(NC(=O)C2CCCO2)c(OC)cc1Cl (stereo not given),7,-1,-0.2,3,-1,7,-3,-1.2,18
COc1ccc(-c2nnc(NC(=O)c3ccccc3[N+](=O)[O-])s2)c(OC)c1,8,4,0.4,9,-9,-14,-3,-0.5,0
CCN1C(=O)C(O)(CC(=O)c2ccc(-n3cccc3)cc2)c2ccccc21 (stereo not given),7,-4,0.6,-8,-2,5,1,0.2,-13
COc1ccc(C)cc1NC(=O)c1ccc(OC(F)F)cc1,-5,1,0.7,6,-1,7,-1,0.6,10
COc1cc(NC(=O)CN(C)Cc2ccc(OC(F)F)cc2)c(C)cc1[N+](=O)[O-],3,-1,-0.9,-9,24,-2,-5,-0.9,6
O=C(Nc1nc2ccccc2s1)c1ccc2c(c1)OCO2,4,3,1.6,-7,-3,-2,-4,-0.1,-3
CCc1ccccc1Nc1nc2ccccc2n1C,3,0,0.3,-8,-4,4,-1,0.3,7
O=C(Nc1ccccc1)c1cc(C2CCCCN2S(=O)(=O)c2ccccc2)on1 (stereo not given),-1,-5,0.1,10,12,-1,-1,-0.1,11
O=C(Cn1cnc2c(OCc3ccccc3)ncnc21)NCc1ccccc1,-1,0,0.1,-8,-2,-4,-5,-2.0,-1
O=C(CSc1cccc[n+]1[O-])Nc1ccc2c(c1)OCO2,3,1,-0.9,6,-4,1,-2,0.2,-2
CCCc1cc(C(=O)Cc2nc3ccccc3s2)c(O)cc1O,-3,-6,4.2,-15,10,-2,-7,-0.3,-3
CC(C)(C)S(=O)N1Cc2cc(C(=O)O)nc(-c3cccc(-c4cc5ccccc5o4)c3)c2[C@H]1CCO (stereo not given in full),-17,0,0.3,-59,-4,-28,-4,-0.4,3
Cc1cc(C)nc(SCC(=O)N(C)CC(=O)Nc2ccccc2Br)n1,2,1,-0.9,1,-6,4,-7,-0.3,1
CCc1cccc(CC)c1NC(=O)CN1CCc2cc(OC)c(OC)cc2C1,14,-6,/,6,-4,-4,-4,0.1,-10

# Continued.
SMILES,PABP1 MLLE inh,MT1-MMP act inh,MsrA inhibitor,NRP1-CendR mod,FAS-TE inh,eLon inh,MsrA act,Tb MetRS inh,SKN-1 inh
CCc1nc(CN2CCCC(C(=O)Nc3ccc(-c4cccc(OC)c4)cc3)C2)c(C)[nH]1 (stereo not given),-6,3,0.2,-8,-7,-13,-1,0.0,9
O=C(COC(=O)Cc1ccccc1[N+](=O)[O-])NCc1ccc(Cl)cc1,-34,-2,1.4,-8,-6,-2,-4,-0.2,5
CCOc1ncccc1C(=O)Nc1ccc(Cl)cc1,-5,1,2.3,4,3,-2,-4,-1.1,-3
N#CCCCn1c(O)c(N=NC(=O)C(O)c2ccccc2)c2ccccc21 (stereo not given),26,2,4.3,-7,-7,-1,-15,-1.2,-13
Nc1cc(=O)[nH]c(SCC(=O)Nc2cccnc2Cl)n1,2,-1,-0.3,12,-3,4,-1,-1.1,9
O=C(COc1ccccc1)Nc1nonc1NC(=O)COc1ccccc1,-1,4,0.9,-9,-3,1,-2,0.6,6
Cc1ccc(NCc2nnc(SCC(=O)N3CCCCC3)n2CC2CCCO2)c(C)c1 (stereo not given),-10,2,0.6,-4,-11,-2,0,-0.4,-3
O=C(Nc1ccc(S(=O)(=O)Nc2nccs2)cc1)c1cnc(Cl)c(Cl)c1,-63,-2,0.8,-32,-9,-43,-2,1.1,10
C=CCN(c1ccc(F)cc1)S(=O)(=O)c1cc(C(=O)NC2CCC(O)CC2)ccc1Cl (stereo not given),1,6,-0.8,13,3,9,-15,-0.7,7
NC(=O)c1cnn2c(C(F)(F)F)cc(-c3ccc(F)cc3)nc12,8,7,2.7,-7,-2,3,-2,0.4,6
COC(=O)c1c(NC(=O)CSc2nnnn2-c2ccccc2)sc2c1CCCC2,-5,1,2.8,4,17,-2,0,-0.4,3
O=c1c(Cc2ccc(Cl)cc2Cl)c(O)ccn1CCCN1CCOCC1,16,-2,-0.6,-8,-3,-6,-5,32*,-15
O=C(/C=C/c1cccs1)Nc1cccnc1,6,6,2.8,-7,-3,-5,-7,-1.1,-8
S=C(NC1CCCCC1)N1CCOCC1,-110,0,-1.4,2,3,0,-4,-0.4,1
CC(C)(C)SCCNS(=O)(=O)c1ccc(F)cc1,12,-2,-1.4,8,-2,-3,0,-0.4,5
COc1ccc(CNC(=O)C2CCC(CNS(=O)(=O)c3cccc4nsnc34)CC2)cc1 (stereo not given),2,-1,0.0,2,0,-2,-2,-0.8,-10
